yeast sgs1 mgt1: NCI yeast anticancer drug screen, S. cerevisiae sgs1 mgt1 strain | growth inhibition, % at 50 µM | actives 10% (n = 78,000) | AID 161, 2004;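 note: 0% = growth of vehicle-only cultures of the same strain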
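Yeast cells carrying a defined DNA-repair defect were exposed to test compounds. Growth inhibition was measured relative to vehicle-treated controls.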
yeast rad50: NCI yeast anticancer drug screen, S. cerevisiae rad50 strain | growth inhibition, % at 50 µM | actives 10% (n = 79,000) | AID 155, 2004;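 note: 0% = growth of vehicle-only cultures of the same strain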
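Growth of the mutant yeast was measured after compound exposure and referenced to vehicle-treated cultures.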
mlh1 rad18: NCI yeast anticancer drug screen, S. cerevisiae mlh1 rad18 strain; % growth inhibition at 50 µM; actives 11% (n = 79,000); AID 175, 2004;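 note: 0% = growth of vehicle-only cultures of the same strain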
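Test agents were incubated with a yeast strain of defined genotype (DNA damage repair defect). Inhibition of growth was derived by comparison with vehicle-exposed cultures.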
mec2-1: NCI yeast anticancer drug screen, S. cerevisiae mec2-1 strain; % growth inhibition at 50 µM; actives 9% (n = 79,000);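 note: 0% = growth of vehicle-only cultures of the same strain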
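Yeast mec2-1 mutant treated with compound. Readout: growth inhibition vs vehicle controls.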
bub3: NCI yeast anticancer drug screen, S. cerevisiae bub3 mutant strain; growth inhibition, % at 50 µM; actives 9.9% (n = 78,000); AID 167, 2004;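 note: 0% = growth of vehicle-only cultures of the same strain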
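Screening used yeast with an engineered genetic alteration affecting cell cycle control. Compound-exposed cultures were compared with vehicle cultures, and reduced growth was taken as inhibition.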
cln2 rad14: NCI yeast anticancer drug screen, S. cerevisiae cln2 rad14 strain; actives 8.3% (n = 78,000); growth inhibition, % at 50 µM; AID 165, 2004;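 note: 0% = growth of vehicle-only cultures of the same strain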
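Compounds are applied to the cln2 rad14 yeast strain, and growth is then compared with that of vehicle-treated cultures to give inhibition.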
Numbers without * were called inactive. Cut-off read from the data, not from the text of the source: active = growth inhibition above about 70%; inactive = the rest.

SMILES	yeast sgs1 mgt1	yeast rad50	mlh1 rad18	mec2-1	bub3	cln2 rad14
CCOP(=O)(OCC)C1(O)CC(n2cc(C)c(=O)[nH]c2=O)OC1CO (stereo not given)	-15	7	-38	59	-5	27
Cc1cc2[nH]c(=O)[nH]c2cc1C	5	-4	-7	-9	12	-8
CCC(CO)NCc1ccc2c(c1)CCCN2 (stereo not given)	1	6	4	-12	-7	-2
C#CC(C)(C)OCC(O)CCl (stereo not given)	2	2	2	6	-15	-29
NCCCCC(NC(=O)C(N)Cc1cnc[nH]1)C(=O)O (stereo not given)	-4	4	-12	-6	8	13
CN1CCn2c(Br)ccc2C1=O	-2	14	-3	-12	3	8
O=C(CC(=O)c1ccccc1)CC(=O)C1C(=O)c2ccccc2C1=O	60	61	58	37	49	14
CC(C)=Cc1cc(CCC/C(C)=C/Cc2c(O)cc(C)c(C(=O)O)c2O)co1	-2	-9	-15	-26	-19	-7
Cc1ncc(CO)c(Nc2ccccc2)n1	0	2	8	6	-5	-26
CCOC(=O)c1ccc(Nc2sc(C(=O)c3ccc(-c4ccccc4)cc3)c(N)c2C#N)cc1	-6	-19	-11	-35	-21	9
CCOC(=O)NN(CC)c1ccccc1	-15	-6	-18	-3	7	-12
O=C(O)C(F)(F)C(F)(F)C(F)(F)C(=O)O	-18	-36	-34	-53	-45	-2
O=C(Oc1ccn(C2OC(CO)C(O)C2O)c(=O)c1)C12CC3CC(CC(C3)C1)C2 (stereo not given)	25	36	36	12	1	25
O=[N+]([O-])c1ccccc1S(=O)(=O)Oc1ccc(-c2ccccc2)cc1	15	16	46	18	43	-12
COc1ccc(C(=O)C(c2ccc(OC)cc2)C2OC(=O)C(Cl)=C2Cl)cc1 (stereo not given)	-17	-19	-4	-3	19	3
O/N=C1/C/C(=N\O)c2ccccc21	2	1	13	-31	-28	23
CC(C)CCCC(C)C1CCC2C3CCC4CC5CC5CC4(C)C3CCC12C (stereo not given)	30	27	-1	6	-5	-56
CC(Sc1ccccc1)C(=O)N1CCCC1 (stereo not given)	5	15	11	-2	13	-25
Cc1ccc(NC(=O)Oc2ccc(C(C)(C)C)cc2Br)cc1NC(=O)Oc1ccc(C(C)(C)C)cc1Br	50	40	79*	60	28	20
CN(C)c1ccc([N+](=O)[O-])cc1	-62	-76	-57	-24	-9	-43
COC(=O)CC(=O)/C(=C/C(C/C=C(\C(=O)CC(=O)OC)C(=O)OC)OC)C(=O)OC (stereo not given)	9	40	32	23	4	19
Cc1cc(=O)[nH]c(NNC(C#N)c2ccc(O)cc2)n1 (stereo not given)	-48	-26	-42	-51	-19	-8
CC1c2c(cc(=O)n(C)c2O)C(=O)N1C (stereo not given)	-8	2	-3	1	-9	-6
CCOC(=O)Oc1ccc(Cl)cc1	-3	-2	6	5	-14	-2
CCCC(=O)OC1CCc2ccccc2C1 (stereo not given)	-5	19	0	2	-11	2

Sorted by SMILES length (low to high): part of the list above.
SMILES	yeast sgs1 mgt1	yeast rad50	mlh1 rad18	mec2-1	bub3	cln2 rad14
C#CC(C)(C)OCC(O)CCl (stereo not given)	2	2	2	6	-15	-29
CCCC(=O)OC1CCc2ccccc2C1 (stereo not given)	-5	19	0	2	-11	2
Cc1ncc(CO)c(Nc2ccccc2)n1	0	2	8	6	-5	-26
Cc1cc2[nH]c(=O)[nH]c2cc1C	5	-4	-7	-9	12	-8
CN(C)c1ccc([N+](=O)[O-])cc1	-62	-76	-57	-24	-9	-43
CC1c2c(cc(=O)n(C)c2O)C(=O)N1C (stereo not given)	-8	2	-3	1	-9	-6
O=C(O)C(F)(F)C(F)(F)C(F)(F)C(=O)O	-18	-36	-34	-53	-45	-2
NCCCCC(NC(=O)C(N)Cc1cnc[nH]1)C(=O)O (stereo not given)	-4	4	-12	-6	8	13
CC(C)CCCC(C)C1CCC2C3CCC4CC5CC5CC4(C)C3CCC12C (stereo not given)	30	27	-1	6	-5	-56
O=[N+]([O-])c1ccccc1S(=O)(=O)Oc1ccc(-c2ccccc2)cc1	15	16	46	18	43	-12
COc1ccc(C(=O)C(c2ccc(OC)cc2)C2OC(=O)C(Cl)=C2Cl)cc1 (stereo not given)	-17	-19	-4	-3	19	3
CC(C)=Cc1cc(CCC/C(C)=C/Cc2c(O)cc(C)c(C(=O)O)c2O)co1	-2	-9	-15	-26	-19	-7
CCOC(=O)c1ccc(Nc2sc(C(=O)c3ccc(-c4ccccc4)cc3)c(N)c2C#N)cc1	-6	-19	-11	-35	-21	9
Cc1ccc(NC(=O)Oc2ccc(C(C)(C)C)cc2Br)cc1NC(=O)Oc1ccc(C(C)(C)C)cc1Br	50	40	79*	60	28	20

(continued)
SMILES	yeast sgs1 mgt1	yeast rad50	mlh1 rad18	mec2-1	bub3	cln2 rad14
CCCCCCCCCCCCCCN1CCSCC1	99*	98*	99*	96*	99*	99*
N#Cc1c(-c2ccccc2)cc(-c2ccc(Cl)cc2)[nH]c1=S	-19	5	5	8	42	20
COC(=O)CCC(N)C(=O)O (stereo not given)	-7	10	-4	-11	-25	-10
NCCSc1nc(-c2ccccc2)c(-c2ccccc2)o1	-31	4	13	-25	-15	-18
CCCCCCCCCC(=O)c1cc(O)c(C(=O)CCCCCCCCC)cc1O	34	28	50	14	5	14
Nc1ccccc1OC1OC(CO)C(O)C(O)C1O (stereo not given)	3	0	-6	-18	5	3
CCOC(=O)COC(C)=O	-18	-9	5	-15	-3	11
COc1cc(C(=O)O)cc(OC)c1O	-16	4	10	-14	-3	-18
COc1cc(N)c2c(c1N)C(=O)c1ccccc1C2=O	21	8	11	-12	9	7
CCOC(=O)CC(SCP(=O)(OCC)OCC)C(=O)OCC (stereo not given)	9	6	17	-4	14	3
CCOC(=O)c1ccc(N=C2S/C(=C\C(=S)Nc3ccccc3)N(c3ccccc3)C2=Nc2ccc(C(=O)OCC)cc2)cc1	12	14	12	5	19	14
C(=N/NC1=NCCN1)/c1ccnc2ccccc12	-1	3	-15	3	0	13
Cc1cc(S(=O)(=O)Nc2cc(N)[nH]n2)c(SCc2nc(N)nc(N(C)C)n2)cc1Cl	0	11	8	9	7	3
O=C(NCCN1CCCCC1)c1cccc(I)c1	16	2	16	-5	8	28
COc1ccc(/C=C2\N=C(c3cc(OC)c(OC)c(OC)c3)OC2=O)cc1Br	22	-7	2	-7	6	0
CCn1c(=O)c2c3cc(OC(C)=O)ccc3oc2c2ccc(OC(C)=O)cc21	-7	-23	-5	-24	13	10
N#C/C(=C\Nc1ccccn1)C(=O)c1ccccc1	24	8	17	-4	21	22
CN1C(=O)C=C(C=Nc2ccc(-c3ccccc3)cc2)C2CCCCC21 (stereo not given)	-8	1	7	-9	12	7
CC1CC(OCCO)CC(C)(C)C1 (stereo not given)	7	13	7	0	15	-9
CC(C)(NC(=O)OCc1ccccc1)C(=O)NC(Cc1ccccc1)C(=O)O (stereo not given)	-6	-27	-11	-61	11	20
COC(=O)c1cccc2c1Cc1cc(N)ccc1-2	-20	-8	-12	-17	10	-21
CCN(CC)CCN(C)C(=O)C(c1ccccc1)c1ccccc1	7	7	25	-12	12	13
CCCCCCSc1ccc([N+](=O)[O-])cc1[N+](=O)[O-]	-11	5	-21	-6	25	-7
Cc1cccc(O)c1	-42	-12	-39	-10	-5	-16
O=C(C#CP(=O)(O)c1ccccc1)c1ccccc1	-6	22	3	16	-18	18
More entries.
SMILES	yeast sgs1 mgt1	yeast rad50	mlh1 rad18	mec2-1	bub3	cln2 rad14
N#CC(=N)c1ncn(-c2ccc(N)cc2)c1N	-32	-20	-10	-47	4	2
COc1ccc(-c2cc(N3CCN(c4ccccc4)CC3)c(C#N)c(=O)o2)cc1	18	25	12	3	-2	16
O=C(NCCCl)Nc1cccc2c1CCC2	-10	-11	-5	-1	-23	-47
CC(C(=O)c1ccc(Cl)cc1)C1=NC2NN(c3ccccc3)C(=O)C2=C1C(C)C(=O)c1ccc(Cl)cc1 (stereo not given)	6	10	3	-12	2	0
C=CCSc1nc2ccc(N3C(=O)C4C5C=CC(C5)C4C3=O)cc2s1 (stereo not given)	-6	-15	-28	-3	-8	-18
O=C(OCCCN1CCCC1)C(c1ccccc1)C1CCCCC1 (stereo not given)	86*	64	80*	52	54	80*
O=C(c1ccccc1)C1OC1c1ccccc1 (stereo not given)	12	19	17	25	48	-1
Cc1cc(N)cc(C)c1-c1c(N)cc(Br)cc1Br	98*	98*	98*	98*	98*	97*
BrCCCC1OCCO1	86*	94*	60	53	73*	43
CC1(C)[C@H]2CC[C@@]1(C)C(=O)[C@H]2[N+](=O)[O-]	-2	4	9	-20	-9	8
C=CCC(C#N)C1=CCCCC1 (stereo not given)	-12	-7	-6	-27	-24	-4
CCOC(=O)c1c(C#N)[nH]c(C(=O)OC)c1CCC(=O)OC	-4	3	-12	-21	0	-30
Cc1ccc2cccc(OC(=O)Nc3cc(Cl)c(Cl)cc3Cl)c2n1	4	-6	4	-18	-14	-5
COC1(OC)C2(Cl)C(Cl)=C(Cl)C1(Cl)C1C2C2CC1(C(=O)O)c1ccccc12 (stereo not given)	93*	92*	91*	93*	91*	92*
C=CCOc1ccc(C(=O)OCC)cc1	0	1	-2	6	9	-21
O=C(OC1CCCC1)C1CCCCC1	-9	-15	-15	-16	-26	-61
C=CCNC(=O)OCCCl	-10	6	15	-1	-4	6
CC(C)[Si](OC1=CCC[C@H]2NC(=O)[C@@H](Cc3ccccc3)[C@@]12C)(C(C)C)C(C)C	11	8	22	-1	-2	-8
CCCCCCCCCCCc1cc(=O)n(-c2cc(Cl)ccc2Cl)n1C	99*	99*	99*	99*	99*	99*
O=C1c2ccccc2-c2c1c1ccccc1c(=O)n2CCO	60	77*	63	44	52	61
NC(=O)c1cc([N+](=O)[O-])ccc1Cl	3	14	10	8	8	1
Clc1ccc(N=Nc2ccccn2)cc1	-11	18	-12	2	-8	-65
O=S(=O)(O)c1cc(O)c(S(=O)(=O)O)cc1O	2	-12	-9	14	1	-4
CN(C(=O)c1ccc(Cl)c(Cl)c1)C(c1ccco1)P(=O)(c1ccccc1)c1ccccc1 (stereo not given)	78*	54	46	46	50	17
CC(=O)O/N=C1C=C/C(=C(/C#N)c2ccccc2)C=C/1C	99*	99*	99*	100*	100*	99*
Continuation:
SMILES	yeast sgs1 mgt1	yeast rad50	mlh1 rad18	mec2-1	bub3	cln2 rad14
CN(C)/C=C/C(=O)c1cccc(C(=O)/C=C/N(C)C)n1	-8	-5	8	10	-3	3
C[C@]12CCC(=O)C=C1CC[C@@H]1[C@@H]2CC[C@]2(C)C(=O)NC(=O)C[C@@H]12	33	-2	-17	-16	-3	25
Cc1cccc(N2C(c3ccccc3)c3ccc(C)cc3NS2=O)c1 (stereo not given)	99*	99*	99*	99*	99*	99*
O=C(On1nnc2ccccc2c1=O)c1ccccc1	23	30	13	20	-3	-7
CC(=O)Nc1ccc(C(=O)C(C)Br)cc1 (stereo not given)	80*	63	-31	82*	66	24
CCc1c[nH]c(C=O)c1CC	-12	6	19	-14	-11	11
Cc1ccn2c(-c3ccccc3)nnc2c1	-15	-24	-16	-18	-18	-12
CC(C)(CO)C(O)C(=O)NCCO (stereo not given)	6	15	-10	0	3	5
COC(=O)C12CC3CC(CC(C(=O)O)(C3)C1)C2	-5	-10	-15	-8	-2	-3
O=C(Oc1cccc2cccnc12)c1cccnc1	98*	93*	98*	99*	98*	92*
Cc1sc(N=Nc2c(O)[nH]c3ccccc23)nc1-c1ccccc1	20	-2	-26	-2	-20	14
COc1ccc(C(C)=O)cc1CS/C(=N/S(=O)(=O)c1ccccc1)Nc1cccc(Cl)c1Cl	-22	-13	-22	-33	-39	-4
CC(=O)c1cccc(C(C)=O)n1	-36	-24	10	-36	-20	18
COc1cc2c(cc1OC)C1CCN3C(=O)CCC3[N+]1(C)CC2 (stereo not given)	29	47	9	-1	3	-4
COC(=O)c1cc(C)ccc1/C=C1\Cc2c(C)cc(C)cc2C1=O	-7	-12	-40	-26	-46	-31
CCCCc1c(O)c(N=NC(=O)C[n+]2ccccc2)c2ccccc2c1O	18	9	5	12	14	40
Oc1ccc(-c2nnc(-c3ccccc3)nn2)cc1	-4	56	-10	9	58	-52
COc1ccc(C=Nc2ccc(O)cc2)cc1	-8	5	-14	-2	-23	34
O=c1[nH]c2cc([N+](=O)[O-])ccc2c(=O)o1	-7	-17	-4	-3	-30	-54
Cc1ccc([N+](=O)[O-])cc1NS(=O)c1ccccc1 (stereo not given)	29	16	2	-4	1	6
COC1OC(COC(c2ccccc2)(c2ccccc2)c2ccccc2)C2SC12 (stereo not given)	-1	24	18	10	5	14
COC(=O)c1cc2c(o1)Sc1ccccc1NC2=O	-13	-4	11	-30	-9	4
C/C=C/C1OC(OC)(OC)C1(OC)OC (stereo not given)	19	39	12	10	11	3
Nc1nnc(Cc2ccc(Cl)cc2)o1	-16	-45	-22	-15	-24	-4
Cc1ccc(N=C(c2ccccc2)C2C(=O)c3ccccc3C2=O)cc1	-15	-13	2	-2	9	4
O=C(NCCCCCCNC(=O)OCCSCCn1cc(C(=O)NC(=O)OCc2ccccc2)c(=O)[nH]c1=O)OCCSCCn1cc(C(=O)NC(=O)OCc2ccccc2)c(=O)[nH]c1=O	3	-21	-10	-24	15	3
